High-throughput results (PubChem BioAssay)
ELG1 genotox: genotoxicity induction in ELG1-luciferase HEK293T cells; HEK293T ELG1-luciferase reporter, luminescence, 16 h; Potency, µM (titrated, usually from 46 µM), for the others: at the highest dose activity change, positive = activation, most hits filed as activators; 330,000 compounds, 1.3% hits; AID 504466; note: potency is the fitted concentration of half-maximal effect; % of control where 0% means no effect; nearly all actives have a fitted effect of over 60% in size
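16 hr compound incubation (37 °C, 5% CO2) of HEK293T cells carrying luciferase-tagged ELG1; luciferase then measured by ONE-Glo luminescence after 30 min at RT.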
ELG1 DNA repair: ELG1-dependent DNA repair inhibition; Potency, µM (highest dose often 46.1 µM), for the others: at the highest dose activity change, negative = inhibition, hits mostly inhibitors; AID 504467; 330,000 compounds, 2.3% hits; HEK293T ELG1-luciferase reporter, luminescence, 16 h; DNA damage induced by 5-fluorouridine; note: potency is the fitted concentration of half-maximal effect; % is set by controls: 0 for no effect and ±100 for the full control effect; nearly all actives have a fitted effect of over 55% in size
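Step one: seed 2,000 cells per well. Step two: pin-transfer compound or DMSO alongside 5-fluorouridine. Step three: incubate 16 hr, 37 °C, 5% CO2. Step four: add ONE-Glo, wait 30 min, read luminescence.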
RORg inh: ROR gamma (mouse) transcription inhibition | P51450 | Drosophila S2 Gal4-RORgamma UAS-luciferase reporter, 20 h | Potency, µM (top dose mostly 53.6 µM), inactives show at the top dose activity change, negative = inhibition, actives largely listed as inhibitors | 310,000 compounds, 5.4% hits; note: potency is the fitted concentration of half-maximal effect; % is set by controls: 0 for no effect and ±100 for the full control effect; nearly all actives have a fitted effect of over 60% in size
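Luminescence from a UAS-regulated Photinus luciferase reporter in stably transfected Drosophila Schneider cells is measured; decreased signal marks ROR gamma inhibition. Fusion expression is induced by 700 uM copper sulfate for 20 hr.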
Rab9 prom act: activates the Rab9 promoter | Huh7 Rab9 promoter-luciferase reporter, luminescence, 24 h | Potency, µM (top dose mostly 9.22 µM), without a hit: top-dose activation, negative = inhibition, usual class: activators | 320,000 compounds, 2.8% hits; note: potency is the fitted concentration of half-maximal effect; % of control where 0% means no effect; nearly all actives have a fitted effect of over 60% in size
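Measured in stably transfected Huh7 cells bearing a Rab9 promoter–luciferase construct: 24 h compound treatment at 37 °C, followed by luminescence detection.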
p53 reactivation: restores transcriptional activity of mutant p53 | 320,000 compounds, 0.063% hits | Potency, µM (highest dose often 92.2 µM), for inactives: at the top dose activity change, positive = activation, most hits filed as activators | H1299 p53-A138V BP100-luciferase reporter, luminescence, 24 h; note: potency is the fitted concentration of half-maximal effect; % of control where 0% means no effect; nearly all actives have a fitted effect of over 45% in size
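p53-null H1299 cells stably carrying temperature-sensitive p53-A138V and a BP100-luciferase reporter were pinned with compounds (4-point, 1:5 series) and held 24 hrs at 37 deg C. Luminescence was read 10 min after detection reagent.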
NPC1 prom act: activates the NPC1 promoter; Huh7 NPC1 promoter luciferase reporter, 24 h; Potency, µM (top dose mostly 9.22 µM), for inactives: top-dose activation, usual class: activators; AID 485313; 320,000 compounds, 2.4% hits;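 note: potency is the fitted concentration of half-maximal effect; % of control where 0% means no effect; nearly all actives have a fitted effect of over 60% in size; reporter is driven by a mutant NPC1 promoter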
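Stably transfected Huh7 (NPC1 promoter→luciferase), 1500 cells/well in Opti-MEM + 10% FBS, 2 h settle, then compound 24 h at 37 °C. Luminescence after 10 min with Amplite reagent.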
BRCA1 expr act: activators of BRCA1 expression; MCF7-BRCA1-FFLuc reporter, luminescence, 48 h; response scale: scaled: vehicle 0%, 10 µM genistein 100%; AID 624202; Potency, µM (doses to about 46.1 µM), without a hit: at the top dose activation, most hits filed as activators; 380,000 compounds, 1.1% hits; note: potency is the fitted concentration of half-maximal effect; nearly all actives have a fitted effect of over 80% in size; some results filed as inactive show a strong effect at the top dose
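MCF7 cells carrying a BRCA1-firefly luciferase reporter (2000 cells/well, phenol-red free MEM) were attached for 2 h at 37 °C, then given compounds for 48 h. Luminescence was read 15 min after luciferase reagent; activity normalized to genistein (10 microM) and DMSO.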
Tb PFK inh: blocks T. brucei phosphofructokinase. AID 485367. T. brucei PFK, ADP-Glo luminescence. O15648. 330,000 compounds, 0.17% hits. Potency, µM (titrated, usually from 57.5 µM), for inactives: at the highest dose activity, negative = inhibition, usual class: inhibitors;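 note: potency is the fitted concentration of half-maximal effect; 0% = uninhibited 1x PFK enzyme wells and -100% = no-enzyme wells; nearly all actives have a fitted effect of over 60% in size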
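1.25 nM PFK with 0.5 mM F6P and 0.1 mM ATP in 0.1 M TEA pH 8.0, 5 mM MgCl2, incubated 45 min at room temperature; ADP measured by ADP-Glo luminescence; compounds titrated up to 57 uM.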
FLuc modulator: counter-screen for miR-21 project: firefly luciferase inhibitors or activators. purified FLuc, Km substrates, luminescence inhibition. P08659. 360,000 compounds, 6.9% hits. Potency, µM (doses to about 57.5 µM), inactives show at the top dose activity change, negative = inhibition, actives largely listed as inhibitors;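 note: potency is the fitted concentration of half-maximal effect; plate controls were vehicle for no effect and reference inhibitor for full effect; nearly all actives have a fitted effect of over 55% in size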
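Purified P. pyralis luciferase, 10 nM final, with Km-level 10 uM D-luciferin and 10 uM ATP in 50 mM Tris acetate pH 7.5, 10 mM Mg acetate, 0.01% Tween-20, 0.05% BSA; 6-point qHTS titration about 60 µM downward; luminescence read.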
Gal4-VP16 FLuc: counter-screen for ROR gamma inhibitors: Gal4-VP16 reporter; Drosophila S2 Gal4-VP16 UAS-luciferase, luminescence, 20 h; Potency, µM (top dose mostly 53.6 µM), for the others: top-dose activity, negative = inhibition, hits mostly inhibitors; 310,000 compounds, 3.5% hits;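 note: Gal4-VP16 expression switched on by copper sulfate through the metallothionein promoter; potency is the fitted concentration of half-maximal effect; % is set by controls: 0 for no effect and ±100 for the full control effect; nearly all actives have a fitted effect of over 50% in size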
TRPV1 ag: agonists of human vanilloid receptor 1 (TRPV1); Q8NER1; 320,000 compounds, 0.19% hits; activation, % at 8.33 µM; AID 540275; TRPV1-expressing cells, Fluo-8 calcium influx, agonist mode; in the data active = activation above about 80%; inconclusive = between about 30% and that limit; note: 0% is about no effect
Target sequence (Q8NER1 whole entry, looked up): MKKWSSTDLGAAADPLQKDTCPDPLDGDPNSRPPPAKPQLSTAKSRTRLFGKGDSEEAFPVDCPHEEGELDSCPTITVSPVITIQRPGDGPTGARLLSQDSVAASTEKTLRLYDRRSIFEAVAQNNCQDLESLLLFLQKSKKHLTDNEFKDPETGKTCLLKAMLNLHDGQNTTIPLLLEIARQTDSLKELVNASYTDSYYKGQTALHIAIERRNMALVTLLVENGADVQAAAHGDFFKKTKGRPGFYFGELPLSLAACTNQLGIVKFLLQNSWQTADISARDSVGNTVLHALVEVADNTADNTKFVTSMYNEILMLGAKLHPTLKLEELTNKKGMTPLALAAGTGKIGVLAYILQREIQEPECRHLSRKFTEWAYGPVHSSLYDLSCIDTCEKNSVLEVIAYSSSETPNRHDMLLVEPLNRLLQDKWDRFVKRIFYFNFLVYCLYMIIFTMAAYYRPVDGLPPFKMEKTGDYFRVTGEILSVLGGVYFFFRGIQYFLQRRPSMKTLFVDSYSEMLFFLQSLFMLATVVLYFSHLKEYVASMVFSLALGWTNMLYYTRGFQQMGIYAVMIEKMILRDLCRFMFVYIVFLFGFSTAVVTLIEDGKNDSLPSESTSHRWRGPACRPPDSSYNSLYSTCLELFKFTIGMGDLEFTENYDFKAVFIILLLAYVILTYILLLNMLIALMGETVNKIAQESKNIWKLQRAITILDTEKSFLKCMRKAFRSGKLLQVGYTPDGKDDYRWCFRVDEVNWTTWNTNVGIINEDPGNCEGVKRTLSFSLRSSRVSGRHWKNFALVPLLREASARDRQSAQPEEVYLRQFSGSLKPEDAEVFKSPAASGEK
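Cells expressing TRPV1 were dye-loaded with Fluo-8 and read kinetically: 10 s baseline, 3 min after compound (agonist portion), then 2 min after EC20 capsaicin (allosteric enhancer portion). Calcium-bound dye fluorescence at 480/520 nm.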
Starred values were filed as active, the others as inactive; ? = inconclusive; . = no result given; [ ] = dose if it differs, or a comment. Unless noted, calls come from the whole dose curve; as a rule, active = well fitted curve in the direction sought with a large enough effect; inconclusive = small, poorly fitted or top-dose-only effect, or another doubt; inactive = no such curve, though single readings can be large; an effect the other way counts as inactive or inconclusive.

SMILES | ELG1 genotox | ELG1 DNA repair | RORg inh | Rab9 prom act | p53 reactivation | NPC1 prom act | BRCA1 expr act | Tb PFK inh | FLuc modulator | Gal4-VP16 FLuc | TRPV1 ag
CC1=C(C(N)=O)C(c2ccccc2[N+](=O)[O-])n2ncnc2N1 (stereo not given) | -2% | -14% | -3% | -4% | -1% | 0% | -47% | -6% | -6% | 1% | 0
Cc1nnsc1NC(=O)OCC(C)C | -2% | -6% | 2% | 11% | -1% | -13% | -5% | -4% | 2% | 6% | 2
CCCOc1ccc(Cc2c(Cl)nc(SC)nc2NC)cc1 | 10% | ? | ? | -19% | 7% | -21% | -11% | -13% | 1% | 7.1µM* | -3
Cc1noc(C)c1S(=O)(=O)N1CCCC(C(=O)NCCc2ccc(Cl)cc2)C1 (stereo not given) | -1% | 4% | ? | -14% | -5% | -1% | 1% | -10% | -7% | -4% | .
C=CCC[C@H](Cc1ccc(F)cc1)C(=O)OC[C@H](C)NC(=O)[C@H](CC=C)CC(=O)N(CCO)Cc1ccccc1 | -7% | ? | . | . | -1% | . | -24% | -6% | . | . | .
CC1Oc2ccccc2N(CC(=O)N2CCc3ccccc32)C1=O (stereo not given) | 1% | 0% | 1% | 0% | 26% | -1% | -7% | -4% | 4% | -5% | 1
COc1ccc(C2Nc3ccc(Br)cc3C(c3ccccc3)N2CC(=O)O)cc1 (stereo not given) | 6% | 1% | 12% | -4% | 7% | -7% | 0% | -2% | ? | -9% | -1
Cc1ccc(NS(=O)(=O)c2ccc(NC(=O)[C@@H]3CCCC[C@@H]3C(=O)O)cc2)c(C)c1 | -2% | 7% | 43% | 0% | -2% | 3% | 1% | -5% | -4% | -11% | 0
CC1CCC2(CC1)NC(=O)N(CC(=O)NC1CCCCC1C)C2=O (stereo not given) | 4% | 11% | . | . | -8% | . | -10% | 0% | . | . | .
COc1ccc(N2CC(C(=O)Nc3ccc4c(c3)OCCO4)CC2=O)cc1 (stereo not given) | 8% | 16% | 0% | -1% | 9% | 0% | 0% | -10% | -8% | 10% | ?
NC(=S)N=Nc1c(O)[nH]c2ccccc12 | -2% | -9% | 20µM* | -2% | 7% | 2% | 16% | -3% | -19% | -3% | -2
O=C(CNCC1CCCCC1)Nc1ccc(OC(F)(F)F)cc1 | 0% | -6% | 16% | 2% | 18% | 8% | -39% | -2% | -16% | -3% | 20
COc1ccc(-c2cc(-c3ccc(C)cc3)n[nH]2)c(O)c1 | ? | ? | 2.5µM* | 1.3µM* | . | 1.3µM* | ? | -6% | 4.8µM* | 20µM* | 1
Cc1ccc2nc(-c3ccc(NC(=O)c4cccnc4)cc3)oc2c1 | ? | ? | 20µM* | 0.2µM* | -2% | ? | 7% | -1% | 5.4µM* | 1.3µM* | 1
COc1ccc(OCCN2CCN(C3CC(=O)N(CCC(C)C)C3=O)CC2)cc1 (stereo not given) | -4% | ? | 21% | -7% | 3% | -16% | -25% | 4% | 7% | 0% | -4

Two records picked at random from the list so far:
SMILES | ELG1 genotox | ELG1 DNA repair | RORg inh | Rab9 prom act | p53 reactivation | NPC1 prom act | BRCA1 expr act | Tb PFK inh | FLuc modulator | Gal4-VP16 FLuc | TRPV1 ag
CC1CCC2(CC1)NC(=O)N(CC(=O)NC1CCCCC1C)C2=O (stereo not given) | 4% | 11% | . | . | -8% | . | -10% | 0% | . | . | .
COc1ccc(N2CC(C(=O)Nc3ccc4c(c3)OCCO4)CC2=O)cc1 (stereo not given) | 8% | 16% | 0% | -1% | 9% | 0% | 0% | -10% | -8% | 10% | ?

The results go on.
SMILES | ELG1 genotox | ELG1 DNA repair | RORg inh | Rab9 prom act | p53 reactivation | NPC1 prom act | BRCA1 expr act | Tb PFK inh | FLuc modulator | Gal4-VP16 FLuc | TRPV1 ag
COc1cccc(C(=O)Nc2ccc(C(F)(F)F)n(C)c2=O)c1 | ? | ? | -1% | 2.8µM* | ? | 2.8µM* | 18% | -4% | 6µM* | -21% | 12
Cc1ccc(N2CCN(c3ccc(C)cc3)C2c2ccccn2)cc1 | ? | ? | -4%[0.365 µM] | 1% | 15% | -2% | 65% | 0% | ? | . | 10
COc1ccccc1N(C)S(=O)(=O)c1ccc(C(=O)N2CCCC(C(F)(F)F)C2)cc1 (stereo not given) | -2% | -24% | . | -2% | -3% | 3% | -24% | -1% | 4% | . | ?
CCN1CCCC1CNC(=O)C(=O)NC(C)C (stereo not given) | 0% | 21% | -5% | -3% | -1% | 3% | 14% | -19% | 1% | ? | 2
Cc1cccc(NC(=O)c2cccnc2)c1 | 0% | ? | 1% | 18% | ? | 0% | 16% | 3% | -12% | -21% | 8
O=C(Cc1cccs1)NCc1cccc(CNC(=O)Cc2cccs2)c1 | 0% | -2% | 17% | 0% | 0% | -2% | 13% | -7% | -3% | -9% | 4
O=C(COC(=O)c1ccc(Cl)c(S(=O)(=O)N2CCCC2)c1)NCc1ccccc1 | -1% | -25% | . | . | -2% | . | 1% | 6% | . | . | .
O=C(NC1=NCCS1)c1cccc(S(=O)(=O)N2CCc3ccccc32)c1 | -5% | ? | ? | -3% | -5% | -4% | -35% | -1% | 2% | -17% | 7
Cc1ccc(C(=O)N2CCCC(N3CCN(c4ccccc4F)CC3)C2)s1 (stereo not given) | -13% | 2% | 40% | 7% | -5% | 1% | 1% | 3% | 3% | 5% | 14
Cc1c(C(=O)N2CCCC2)c(S(=O)(=O)Nc2cccc(Br)c2)c(C)n1C | 1% | ? | 2% | -5% | -4% | -9% | -2% | 1% | 1% | -4% | 0
CSc1ccc(-c2nc(CSCC(=O)NC3CC3)c(C)o2)cc1 | 3% | 25% | 8.9µM* | -11% | 12% | -1% | -74% | 0% | ? | ? | ?
CSc1c[n+]2c(n1C)CCC2 | -3% | -4% | 6% | 2% | -7% | -3% | 14% | -3% | -1% | -12% | -1
O=C(O)CCCN=C1NC2(CCCC2)Cc2ccccc21 | 2% | -3% | 15% | -5% | 8% | -2% | -15% | -2% | 4% | -6% | 3
CSCC[C@H](NC(=O)OC(C)(C)C)C(=O)N/N=C/c1cc2ccc(C)cc2nc1Cl | 0% | ? | 26% | 0% | 4% | -2% | -22% | 0% | 2% | -13% | -1
Cc1ccc(C)c(NC(=O)CSc2cccc3cccnc23)c1 | -2% | -7% | 1% | 5% | -2% | 2% | -15% | -9% | -6% | -3% | -3
COc1cccc(CC2(CO)CCCN(Cc3ccc(OC)c(C)c3OC)C2)c1 (stereo not given) | -12% | -24% | -33%[1.91 µM] | -9% | 7% | -5% | -13% | 1% | -2% | 3% | 5
CCc1sc(C(=O)Nc2nc(C)cs2)cc1C | ? | ? | 5µM* | ? | ? | 1.3µM* | ? | 1% | 1.9µM* | 11µM* | 29
Clc1cccc(CNCCNCc2cccc(Cl)c2)c1 | -4% | -10% | -19% | -1% | -2% | -1% | -1% | -8% | -2% | 4% | 9
CCC(O)(c1ccccc1)C(CN1CCOCC1)c1ccccc1 (stereo not given) | -3% | 13% | 25% | 0% | -7% | 0% | 7% | -1% | 2% | -3% | 1
COc1cccc(CN(C)C(=O)CSc2nc3ccccc3[nH]2)c1OC | -4% | -29% | 18% | 18% | 17% | 11% | 19% | -4% | ? | -17% | 10
O=C1CCN(Cc2ccccc2)S(=O)(=O)c2c(F)cc(F)cc21 | 2% | 0% | . | -2% | 14% | -3% | 7% | 1% | 3% | . | 1
O=C(O)[C@H](Cc1ccccc1)NC(=O)N1CCC(Cc2ccccc2)CC1 | 2% | -3% | 4% | -1% | -5% | -2% | 12% | -1% | ? | -3% | 1
COc1ccc2nc(Nc3nc(C)c(CCC(C)C)c(=O)[nH]3)nc(C)c2c1 | -6% | ? | -11% | -9% | 1% | -9% | -35% | -2% | -1% | 5% | 6
NC(=O)COc1ncn(-c2ccccc2)n1 | -8% | 7% | 10% | 1% | -1% | 1% | 10% | 0% | 4% | -2% | -7
c1ccc(-c2nnc3sc(-c4cc5ccccc5o4)nn23)cc1 | -2% | 0% | -29% | -4% | -2% | 0% | 0% | 0% | 3% | -6%[0.365 µM] | ?
CCCCn1nnc(NC(=S)NC(=O)c2ccc(OCC)c([N+](=O)[O-])c2)n1 | 3% | 1% | 2.8µM* | -2% | -9% | -5% | -1% | 22% | -3% | 2.5µM* | -1
CCOC(=O)[C@H]1[C@H]2COc3ccccc3[C@@H]2N2C(=O)c3c(C)cc(C)cc3NC(=O)[C@@]12C | 3% | 7% | . | 0% | -5% | -3% | 0% | -14% | -1% | . | 9
COc1ccc(NC(=O)N2CCN(S(C)(=O)=O)CC2)cc1OC | 3% | -2% | -17% | -2% | 1% | -4% | 3% | 1% | 8% | 3% | -1
